Source: PubChem BioAssay (Broad Institute)
DENV2 CPE rescue = protects cells from dengue virus 2 cytopathic effect | DENV2-infected cells, cytopathic effect rescue, plate reader | CPE inhibition, % at 9.99 µM | actives 1.7% (n = 350,000) | AID 651640; in the data active = CPE inhibition above about 20%, passing the limit was not always enough; tested in BHK-21 cells;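 note: 0% = median of neutral control wells and 100% = median of positive control wells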
SIRT5 inh = blocks human SIRT5 desuccinylation of peptide. Q9NXA8. Purified SirT5, succinyl-peptide AMC, trypsin-coupled fluorescence. inhibition, % at 15 µM. actives 1.1% (n = 330,000). AID 652115; in the data active = inhibition above about 15%
Target sequence (Q9NXA8 whole entry, looked up): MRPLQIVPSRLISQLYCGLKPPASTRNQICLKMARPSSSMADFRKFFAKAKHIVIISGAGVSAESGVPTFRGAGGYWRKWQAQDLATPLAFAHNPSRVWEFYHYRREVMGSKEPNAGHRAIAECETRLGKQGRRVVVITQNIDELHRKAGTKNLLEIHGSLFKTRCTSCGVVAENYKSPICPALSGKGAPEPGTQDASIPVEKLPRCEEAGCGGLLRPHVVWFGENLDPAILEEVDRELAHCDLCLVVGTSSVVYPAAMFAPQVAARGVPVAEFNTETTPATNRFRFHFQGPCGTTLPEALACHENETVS
PAX8 reporter = lowers PAX8-driven luciferase in RMG-I cells; RMG-I TPO-luciferase reporter, SteadyGlo, 24 h; inhibition, % at 12.6 µM; actives 1.2% (n = 360,000); AID 652154;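 active = mean replicate inhibition at least 60% with every replicate also reaching 60%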;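 note: luciferase light reporting Pax8 driven TPO promoter activity; plate controls were median of neutral control wells for no effect and mitoxantrone controls for full effect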
LGR2 inh = Drosophila LGR2 receptor signaling inhibition | HEK293 LGR2, CRE-luciferase, bursicon-stimulated, 4 h | inhibition, % at 9.99 µM | actives 0.35% (n = 380,000) | AID 720647;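 active = drop in luminescence signal, shown as inhibition above about 50% in the replicate tests, limit read from the data, passing the limit was not always enough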;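 note: agonist challenge used bursicon conditioned medium at about half maximal strength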
Casp6 inh = caspase-6 (human) enzyme inhibition. purified caspase-6, Z-VEID-R110 cleavage fluorescence. inhibition, % at 12.5 µM. AID 686996. actives 0.53% (n = 350,000);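 active = mean inhibition across replicates at least about 35%, with every replicate also reaching that limit, limit read from the data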;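 note: 0% = median of neutral control wells and 100% = no fluorescence left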
Target sequence (P55212 24-179 limits assumed): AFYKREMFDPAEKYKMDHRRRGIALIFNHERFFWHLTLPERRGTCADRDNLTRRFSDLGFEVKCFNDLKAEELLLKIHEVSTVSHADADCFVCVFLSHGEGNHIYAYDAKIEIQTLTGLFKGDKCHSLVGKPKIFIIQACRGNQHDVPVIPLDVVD
Target sequence (P55212 194-293 limits assumed): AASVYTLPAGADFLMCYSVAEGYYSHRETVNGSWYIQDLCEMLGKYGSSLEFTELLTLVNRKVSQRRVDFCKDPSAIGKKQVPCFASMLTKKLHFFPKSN
EWS-Fli block = blocks EWS/Fli oncoprotein-driven transcription. actives 0.67% (n = 350,000). inhibition, % at 12.6 µM. A673 NR0B1-luciferase reporter, viability-normalised;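 active = mean inhibition of at least 50% after viability correction, with every replicate also passing that limit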;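 note: firefly luciferase signal divided by Alamar Blue viability fluorescence both relative to DMSO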
ARNT-TACC3 inh = ARNT/TACC3 interaction disruption; actives 0.66% (n = 390,000); AlphaScreen His-ARNT PAS-B/GST-TACC3 binding, luminescence; TACC3 fragment carries E629A point mutation; inhibition, % at 9.99 µM; Q9Y6A5;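 active = mean inhibition of replicates at least 50% and at least half of replicates each reaching 50%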;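 note: 0% = complete ARNT plus TACC3 wells and 100% = ARNT alone without TACC3; many hits fall short of the cut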
* marks the source's active call; other numbers are inactive results.

Preview (2 entries):
What do the screens show for `CC1CCCN(C(=O)COc2ccc(NC(=O)c3cccs3)cc2)C1` (configuration not stated)?
DENV2 CPE rescue: -2.5; SIRT5 inh: -1.1; PAX8 reporter: -30.6; LGR2 inh: -18.4; Casp6 inh: -2.1; EWS-Fli block: -14.5; ARNT-TACC3 inh: -0.5

Results for O=C(Nc1ccnn1C1CCN(Cc2cccnc2)CC1)c1ccccc1Cl ?
DENV2 CPE rescue: 2.3; SIRT5 inh: 2.6; PAX8 reporter: 11.8; LGR2 inh: -6.2; Casp6 inh: -7.3; EWS-Fli block: -2.2; ARNT-TACC3 inh: -1.7

Main list, repeating the preview:
What do the screens show for `CC1CCCN(C(=O)COc2ccc(NC(=O)c3cccs3)cc2)C1` (configuration not stated)?
DENV2 CPE rescue: -2.5; SIRT5 inh: -1.1; PAX8 reporter: -30.6; LGR2 inh: -18.4; Casp6 inh: -2.1; EWS-Fli block: -14.5; ARNT-TACC3 inh: -0.5

Results for O=C(Nc1ccnn1C1CCN(Cc2cccnc2)CC1)c1ccccc1Cl ?
DENV2 CPE rescue: 2.3; SIRT5 inh: 2.6; PAX8 reporter: 11.8; LGR2 inh: -6.2; Casp6 inh: -7.3; EWS-Fli block: -2.2; ARNT-TACC3 inh: -1.7

Results for Cc1cc(C)cc(C(=O)N2CCN(c3ccccn3)CC2)c1 ?
DENV2 CPE rescue: -0.8; SIRT5 inh: -1.9; PAX8 reporter: -16.6; LGR2 inh: 30.4; Casp6 inh: 3.0; EWS-Fli block: 1.0; ARNT-TACC3 inh: -38.3

What do the screens show for `O=C(CN1C(=O)NC2(CCCCCC2)C1=O)NCc1ccc(Cl)cc1`?
DENV2 CPE rescue: -7.0; SIRT5 inh: 0.4; PAX8 reporter: -3.4; LGR2 inh: 12.1; Casp6 inh: -1.3; EWS-Fli block: -0.3

Results for O=C(N/N=C/c1cccnc1)c1cc(-c2ccccc2Cl)nc2ccccc12 ?
DENV2 CPE rescue: 10.4; SIRT5 inh: -0.2; PAX8 reporter: 6.6; LGR2 inh: -2.5; Casp6 inh: 0.7; ARNT-TACC3 inh: 13.1

How did COCC(=O)N1[C@@H](CO)[C@@H](c2ccccc2)C12CN(C(=O)c1ccc(F)cc1)C2 do in these assays?
DENV2 CPE rescue: 2.9; SIRT5 inh: 3.5; LGR2 inh: -17.3; Casp6 inh: -1.3; EWS-Fli block: 4.4

What do the screens show for `COc1ccc(NC(=O)Nc2ccc3c(c2)C(=O)N([C@H](C)CO)C[C@H](C)[C@H](CN(C)S(=O)(=O)c2ccc(F)cc2)OCCCC[C@H](C)O3)cc1`?
DENV2 CPE rescue: -2.0; SIRT5 inh: 12.6; PAX8 reporter: 15.8; LGR2 inh: -12.0; Casp6 inh: -0.5; EWS-Fli block: -4.2; ARNT-TACC3 inh: 21.6

Results for C[C@@H]1CN([C@H](C)CO)C(=O)c2cc(C#CC3CC3)cnc2O[C@H]1CN(C)C(=O)CC1CC1 ?
DENV2 CPE rescue: 0.4; SIRT5 inh: -1.7; LGR2 inh: -9.2; Casp6 inh: -0.4; EWS-Fli block: 1.3; ARNT-TACC3 inh: 1.0

How did CC(C)c1nc2sc(C(=O)O)c(N)c2c2c1CCCC2 do in these assays?
DENV2 CPE rescue: -1.4; SIRT5 inh: -4.1; PAX8 reporter: -11.3; LGR2 inh: -3.5; Casp6 inh: 3.8; EWS-Fli block: -13.1; ARNT-TACC3 inh: -18.8

How did N#CCCN(C(=O)CO/N=C/c1cccc([N+](=O)[O-])c1)c1ccccc1 do in these assays?
DENV2 CPE rescue: -7.4; SIRT5 inh: 1.9; PAX8 reporter: 9.8; LGR2 inh: 23.7; Casp6 inh: -2.9; EWS-Fli block: 5.2; ARNT-TACC3 inh: 4.1

Results for C=CCNCCCCOc1ccc(Br)cc1C ?
PAX8 reporter: 0.8; LGR2 inh: 5.7; ARNT-TACC3 inh: -13.6

How did CC(C)NC(=O)NCC[C@@H]1CC[C@@H](NS(=O)(=O)c2ccccc2)[C@H](CO)O1 do in these assays?
DENV2 CPE rescue: 8.1; SIRT5 inh: -1.0; LGR2 inh: 10.0; Casp6 inh: 2.0; EWS-Fli block: -8.0

What do the screens show for `COc1ccc(Cl)cc1Nc1cc(C)nc2ccccc12`?
DENV2 CPE rescue: 0.3; SIRT5 inh: -4.3; PAX8 reporter: 9.8; Casp6 inh: -2.5; EWS-Fli block: 20.5

What do the screens show for `CN(Cc1ccccc1)C(=O)c1nn2cccnc2c1Cl`?
DENV2 CPE rescue: -2.8; SIRT5 inh: 0.7; PAX8 reporter: -27.1; LGR2 inh: -2.1; Casp6 inh: 0.2; EWS-Fli block: -5.3; ARNT-TACC3 inh: -1.2

How did COc1cccc(/C=N/NC(=O)C[n+]2ccccc2)c1O do in these assays?
PAX8 reporter: 13.2; LGR2 inh: 12.9; ARNT-TACC3 inh: 67.3*

What do the screens show for `CC(=O)NC(N(C#N)c1nc(Cl)nc(N(C)C)n1)C(Cl)(Cl)Cl` (configuration not stated)?
DENV2 CPE rescue: 5.3; SIRT5 inh: -4.6; PAX8 reporter: 15.9; Casp6 inh: -1.9; EWS-Fli block: 3.2; ARNT-TACC3 inh: -11.9

How did Cc1ccccc1CN1CCc2c(OCC(=O)N3CCCc4ccccc43)cccc2C1=O do in these assays?
PAX8 reporter: 6.3; LGR2 inh: -14.3; ARNT-TACC3 inh: -2.6

What do the screens show for `CO[C@H]1CN(C)C(=O)c2ccc(NC(=O)C3CC3)cc2OC[C@@H](C)N(C(=O)C2CCCCC2)C[C@@H]1C`?
DENV2 CPE rescue: -7.2; SIRT5 inh: -1.0; LGR2 inh: -4.3; Casp6 inh: -6.5; EWS-Fli block: -1.9; ARNT-TACC3 inh: -7.3

Results for COc1ccc2nc3sc(C(=O)NCCN4CCc5ccccc5C4)cc3cc2c1 ?
DENV2 CPE rescue: 2.3; SIRT5 inh: -6.1; PAX8 reporter: -0.3; LGR2 inh: -35.7; Casp6 inh: -0.2; EWS-Fli block: -32.8; ARNT-TACC3 inh: 7.7

How did CCOc1ccc2c(c1)C(c1ccc(C)cc1)=NNC(c1ccc(OC)cc1)=N2 do in these assays?
DENV2 CPE rescue: -2.7; SIRT5 inh: -4.8; LGR2 inh: -27.4; Casp6 inh: -4.9; EWS-Fli block: -5.6; ARNT-TACC3 inh: -0.2

How did CCCCn1c(NCc2ccncc2)nc2ccccc21 do in these assays?
SIRT5 inh: -3.1; PAX8 reporter: -0.1; LGR2 inh: 8.5; Casp6 inh: 0.4; EWS-Fli block: 5.8; ARNT-TACC3 inh: -0.5

What do the screens show for `C[C@@H]1CN([C@H](C)CO)S(=O)(=O)c2ccc(-c3ccncc3)cc2O[C@H]1CN(C)C(=O)c1cccc(F)c1`?
DENV2 CPE rescue: 4.4; SIRT5 inh: -4.0; PAX8 reporter: 12.5; LGR2 inh: 6.9; Casp6 inh: 0.4; EWS-Fli block: 4.6

What do the screens show for `CNC[C@@H]1OCCCC[C@H](C)Oc2ccc(NS(=O)(=O)c3cn(C)cn3)cc2C(=O)N([C@@H](C)CO)C[C@@H]1C`?
DENV2 CPE rescue: -2.1; PAX8 reporter: -12.8; LGR2 inh: 15.8; EWS-Fli block: -4.2; ARNT-TACC3 inh: -2.1

How did COc1ccc(CN(C)C(C)C(=O)Nc2ccc([N+](=O)[O-])cc2Cl)cc1OC (configuration not stated) do in these assays?
PAX8 reporter: 1.2; LGR2 inh: -4.4; ARNT-TACC3 inh: 18.1

How did C[C@@H]1CCCCO[C@H](CN(C)C)[C@@H](C)CN([C@H](C)CO)C(=O)c2cc(NS(=O)(=O)c3ccc(Cl)cc3)ccc2O1 do in these assays?
DENV2 CPE rescue: 7.1; SIRT5 inh: -3.9; PAX8 reporter: -12.1; LGR2 inh: -5.0; Casp6 inh: -1.2; EWS-Fli block: 8.7; ARNT-TACC3 inh: -4.3

What do the screens show for `CNC[C@@H]1Oc2cc(C#CC3CCCC3)ccc2S(=O)(=O)N([C@@H](C)CO)C[C@@H]1C`?
DENV2 CPE rescue: 3.5; SIRT5 inh: 9.4; PAX8 reporter: 2.5; LGR2 inh: 3.8; Casp6 inh: 2.2; EWS-Fli block: 4.6; ARNT-TACC3 inh: 19.0

What do the screens show for `Cn1nc(C(=O)NNC(=O)Cc2ccc(S(=O)(=O)N3CCOCC3)s2)c2ccccc2c1=O`?
DENV2 CPE rescue: 11.4; SIRT5 inh: -0.9; PAX8 reporter: -0.4; LGR2 inh: 22.4; Casp6 inh: 2.5; EWS-Fli block: 6.9; ARNT-TACC3 inh: 3.2

What do the screens show for `COc1cccc(NC(=O)CCc2nnc3ccc(N4CCC(C)CC4)nn23)c1`?
DENV2 CPE rescue: -4.5; SIRT5 inh: -1.0; PAX8 reporter: -6.5; LGR2 inh: -4.3; Casp6 inh: 1.2; EWS-Fli block: -4.3; ARNT-TACC3 inh: 2.6

Results for O=C(CN1CCCCCC1)Nc1ccc(Cl)cn1 ?
DENV2 CPE rescue: 5.4; SIRT5 inh: 1.4; PAX8 reporter: 3.8; LGR2 inh: 3.6; Casp6 inh: 0.2; EWS-Fli block: -13.8; ARNT-TACC3 inh: -12.4

Results for Cc1nn2c(-c3cccnc3)ccnc2c1-c1ccccc1 ?
PAX8 reporter: -72.4; LGR2 inh: -29.0; ARNT-TACC3 inh: -0.1

How did CN(C)S(=O)(=O)c1cccc(NC(=O)c2n[nH]c(=O)c3ccccc23)c1 do in these assays?
DENV2 CPE rescue: -0.1; SIRT5 inh: 3.9; PAX8 reporter: 7.7; LGR2 inh: -3.5; Casp6 inh: -1.6; EWS-Fli block: -1.6; ARNT-TACC3 inh: -3.2

Results for O=C(NCC[C@H]1CC[C@H](NC(=O)C2CC2)[C@@H](CO)O1)c1cnccn1 ?
DENV2 CPE rescue: 2.1; SIRT5 inh: 8.4; PAX8 reporter: 1.3; LGR2 inh: -1.2; Casp6 inh: 1.0; EWS-Fli block: -3.8; ARNT-TACC3 inh: -3.1

What do the screens show for `CC1(O)CC(C)(C)C(C#N)C(=O)N1` (configuration not stated)?
DENV2 CPE rescue: -3.9; SIRT5 inh: -7.9; LGR2 inh: 4.1; Casp6 inh: -3.0; EWS-Fli block: -5.7; ARNT-TACC3 inh: 11.2

How did Cc1nn(-c2ccccc2Cl)c(Cl)c1/C=N/Nc1cccc(C(=O)O)c1 do in these assays?
PAX8 reporter: 29.6; LGR2 inh: 80.0*; ARNT-TACC3 inh: 0.6

What do the screens show for `COc1cc(N2C(=O)C=CC2=O)c(OC)cc1Cl`?
DENV2 CPE rescue: 12.2; PAX8 reporter: 109.6*; LGR2 inh: 4.5; Casp6 inh: 3.2; EWS-Fli block: 28.0; ARNT-TACC3 inh: 2.7

How did COc1ccc(C(NC(C)=O)c2cc(Cl)c3cccnc3c2O)cc1 (configuration not stated) do in these assays?
DENV2 CPE rescue: -2.1; SIRT5 inh: -3.1; PAX8 reporter: 43.7; LGR2 inh: 21.5; Casp6 inh: -3.9; EWS-Fli block: 8.9; ARNT-TACC3 inh: 18.2

How did Cc1ccc(C(=O)c2c3ccccc3[n+]([O-])n2[C@@H](C)C(N)=O)cc1 do in these assays?
SIRT5 inh: 1.1; PAX8 reporter: 2.5; LGR2 inh: -79.3; Casp6 inh: 7.9; EWS-Fli block: -39.5; ARNT-TACC3 inh: -1.5

Results for COc1cccc(S(=O)(=O)N[C@H]2C=C[C@@H](CC(=O)NC3Cc4ccccc4C3)O[C@@H]2CO)c1 ?
DENV2 CPE rescue: 4.8; SIRT5 inh: -2.5; PAX8 reporter: 9.0; LGR2 inh: 0.5; Casp6 inh: -3.1; EWS-Fli block: 1.0; ARNT-TACC3 inh: -5.7

How did COc1ccc(NS(=O)(=O)c2cccc(NC(=O)NC3CCCCC3)c2)cc1 do in these assays?
PAX8 reporter: 19.8; LGR2 inh: 5.8; EWS-Fli block: -0.2; ARNT-TACC3 inh: 0.9

What do the screens show for `c1cnc2ccc3ncccc3c2c1`?
DENV2 CPE rescue: -0.7; SIRT5 inh: -4.0; PAX8 reporter: -14.3; LGR2 inh: -0.3; Casp6 inh: 3.6; EWS-Fli block: -22.3; ARNT-TACC3 inh: 0.3

What do the screens show for `CC(=O)c1ccc(NC(=O)C2Cc3ccccc3CN2C(=O)c2ccccc2)cc1` (configuration not stated)?
DENV2 CPE rescue: -0.2; SIRT5 inh: -2.8; PAX8 reporter: 11.9; Casp6 inh: -0.5; EWS-Fli block: -47.5; ARNT-TACC3 inh: 0.4
